SIRT5 inh: blocks human SIRT5 desuccinylation of peptide; Q9NXA8; Purified SirT5, succinyl-peptide AMC, trypsin-coupled fluorescence; inhibition, % at 15 µM; 1.1% of 330,000 active; AID 652115; in the data active = inhibition above about 15%
Target sequence (Q9NXA8 whole entry, looked up): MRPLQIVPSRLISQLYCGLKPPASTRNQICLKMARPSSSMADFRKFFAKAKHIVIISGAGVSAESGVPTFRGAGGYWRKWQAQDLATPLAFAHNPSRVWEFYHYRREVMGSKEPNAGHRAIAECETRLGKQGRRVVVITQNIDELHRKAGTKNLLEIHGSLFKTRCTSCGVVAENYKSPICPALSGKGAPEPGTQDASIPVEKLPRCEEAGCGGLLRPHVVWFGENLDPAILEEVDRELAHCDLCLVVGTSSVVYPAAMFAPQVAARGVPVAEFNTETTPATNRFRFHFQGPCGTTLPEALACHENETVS
Cneo AK release: Cryptococcus neoformans lysis via adenylate kinase release | C. neoformans lysis, adenylate kinase release luminescence, 4 h; normalised: neutral wells 0, clomiphene wells 100 | lysis activity, % at 15 µM | 0.2% of 360,000 active | AID 651654;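 active = mean lysis activity across replicates of at least 80%, whatever share of replicates individually reach that level; inactive = mean lysis activity below 80%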
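Assay system: log-phase C. neoformans yeast / Quantity: yeast cell density of 5 × 10^6 cells/mL / Medium: fresh YPD growth medium / Compound: single dose / Timing: static 4 h at 37 °C with compound, 1 h detection / Measured by: adenylate kinase release luminescence / Read-out: lysis from increased AK signal / Benchmarks: Clomiphene as positive lysis control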
PGC1a acetyl inh: PGC1a acetylation modulation, inhibitor mode; 0.17% of 350,000 active; inhibition, % at 15.6 µM; U2OS PGC1a acetylation, AlphaScreen anti-acetyl-lysine; with virally co-expressed GCN5 acetyltransferase;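 active = every replicate shows inhibition of at least 40%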;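 also: 0% = neutral control wells and 100% = positive control wells; some results beyond the cut were filed as inactive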
S100A4 MyoIIA: inhibitors of human S100A4 binding to myosin IIA peptide; S100A4/TAMRA-MyoIIA peptide fluorescence polarization; P26447; 0.14% of 360,000 active; inhibition, % at 10.7 µM;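 active = mean inhibition of at least 70% across replicates, with every replicate also reaching that level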
Target sequence (P26447 whole entry, looked up): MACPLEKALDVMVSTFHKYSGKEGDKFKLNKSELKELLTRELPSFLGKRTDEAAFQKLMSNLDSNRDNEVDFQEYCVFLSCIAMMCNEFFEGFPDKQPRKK
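Compound dosing: one dose per compound; test system: human S100A4 monomer with TAMRA-labelled myosin IIA peptide; probe or stimulus: TAMRA-labelled myosin IIA heavy-chain peptide probe, 5 nM; medium: HEPES buffer with Ca2+, pH 7.2; schedule: 5 min incubation before reading; benchmarks: neutral control DMSO, positive control TFP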
C2C12 statin: suppression of simvastatin myotoxicity. C2C12 myotubes + simvastatin, ATP luminescence, 48 h; scaled: DMSO 0, geranylgeraniol control 100. rescue of ATP level, % at 7.49 µM. 0.78% of 330,000 active. AID 602340;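 active = mean ATP rescue above about 67%, or every replicate alone reaching that limit, limit read from the data, passing the limit was not always enough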;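 also: myotubes were challenged with 10 µM simvastatin during compound exposure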
XiGFP reactiv: reactivates the inactive X chromosome in mouse fibroblasts. activation, % at 7.58 µM. 0.055% of 360,000 active. XiGFP mouse fibroblasts, % GFP-positive cells imaging, 3 d; cells co-treated with 5-aza-dC sensitizer; scaled so ellipticine positive control = 100%;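 active = mean normalized replicate activation at least 10% and every replicate at or above 10%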;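 also: 0% = median of on-plate neutral control wells and 100% = ellipticine 6 µM median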
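Material: SV40-immortalized XiGFP fibroblast cells, line 68-5-11 | Buffer or medium: DMEM containing 5-aza-dC | Dosing: One concentration, pinned | Times: 3 d treatment, 15 min room-temperature fixation | Controls: Ellipticine 6 µM positive control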
ERAP1 HTS inh: ERAP1 (human) enzyme inhibition; 0.15% of 340,000 active; Q9NZ08; recombinant ERAP1, Leu-AMC fluorescence, 60 min; inhibition, % at 10.7 µM;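 active = mean replicate inhibition of at least 30%, or all replicates individually reaching that 30% level; inactive = mean below 30% and not every replicate reaching it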;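 also: 0% = neutral control wells and 100% = L-leucinethiol positive control wells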
LGR2 antag: blocks bursicon-induced cAMP signaling via Drosophila LGR2. HEK293 LGR2, CRE-luciferase, bursicon-stimulated, 4 h. inhibition, % at 9.99 µM. 0.35% of 380,000 active. AID 720647;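 active = drop in luminescence signal, shown as inhibition above about 50% in the replicate tests, limit read from the data, passing the limit was not always enough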;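 also: agonist challenge used bursicon conditioned medium at about half maximal strength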
Numbers without * were called inactive; x = not tested or not shown; & = joins results of further samples. Only part of the results is shown; the hit share may differ from the screen's.

SMILES	SIRT5 inh	Cneo AK release	PGC1a acetyl inh	S100A4 MyoIIA	C2C12 statin	XiGFP reactiv	ERAP1 HTS inh	LGR2 antag
C=CCOc1ccc(C2/C(=C(/O)c3ccc(OC)cc3)C(=O)C(=O)N2CCN2CCNCC2)cc1 (stereo not drawn)	-3	1	9	1	-10	0.1	4	-8
N#Cc1ccccc1NC1=CC(=O)CCC1	x	1	0	x	1	x	x	-2
Cc1cc(C)c(C)c(SCC(=O)Nc2oc(C)c3c(C)n[nH]c(=O)c23)c1C	-3	-1	13	-1	-5	0.0	12	2
O=C(O)CC1NCCc2ccccc21 (stereo not drawn)	-5	x	4	-1	x	-0.1	0	5
CCOc1ccc(S(=O)(=O)Nc2cccc(C(=O)NCC3CCCO3)c2)cc1 (stereo not drawn)	0	0	x	-2	3	-0.1	3	10
Cc1[nH]c2ccccc2c1/C=C(\C#N)C(=O)NCC1CCCO1 (stereo not drawn)	0	x	x	2	x	0.1	-6	-7
O=C(O)C1=C2C(=O)Nc3cccc(c32)C2(C1)C(=O)Nc1ccccc12 (stereo not drawn)	35*	11	5	-9	2	0.1	-1	17
O=C(CSc1nnc(-c2ccccc2)o1)NC1CC1	-3	-1	-3	-34	0	0.0	3	-2
COc1ccccc1N(CC(=O)NCc1ccc(F)cc1)C(=O)CCC(=O)Nc1ccccn1	-3	x	6	-1	x	0.0	2	-8
COc1cccc(NC(=O)Cn2c(CCC(=O)O)ccc2-c2ccc(C)cc2)c1	-4	x	-8	-5	x	0.2	4	9
CC(Oc1cc(Cl)ccc1Cl)C(=O)N/N=C\c1ccnn1C (stereo not drawn)	x	-3	-5	x	x	0.3	x	-9
N#C[C@H]1[C@@H](c2ccc(C#CC3CC3)cc2)[C@@H](CO)N1C(=O)c1cccc(F)c1	0	-3	-6	3	17	0.0	0	-4
COc1ccc(OC)c(-c2nn(-c3ccccc3)cc2C(=O)NC2(C)CCS(=O)(=O)C2)c1 (stereo not drawn)	x	1	17	-2	-10	0.3	-2	8
C[C@@H]1CN([C@H](C)CO)C(=O)c2cc(NS(C)(=O)=O)ccc2O[C@@H](C)CCCCO[C@@H]1CN(C)C(=O)CCCN(C)C	-2	-5	-4	-1	4	-0.6	1	2
COc1cc(/C=C/C(=O)OCC(=O)NCc2ccc(F)cc2)ccc1O	x	1	-21	2	-2	0.1	-2	x
O=C(COC(=O)Cn1cnc2ccccc21)NCCCc1ccccc1	0	0	1	1	-11	0.0	0	28
CN(CCCN1CCOCC1)C(=O)c1cc(COc2cccc(C(F)(F)F)c2)on1	-5	22	2	-5	-3	0.0	1	1
CO[C@H]1CN(C)C(=O)c2ccc(NC(=O)C3CC3)cc2OC[C@H](C)NC[C@@H]1C	-2	x	0	-1	x	-0.4	0	13
COc1ccc(-c2ccc(S(=O)(=O)N3CCCC3)cc2)cc1	0	1	-7	-9	-10	0.5	-2	x
Cc1ccc(-c2cnc3c(c2)C(=O)N([C@H](C)CO)C[C@@H](C)[C@@H](CN(C)C(=O)CN(C)C)O3)cc1	-2	-2	6	-6	-3	0.0	0	-8

Four compounds out of the list above, arranged by the value under ERAP1 HTS inh, falling:
| molecule | ERAP1 HTS inh |
| --- | --- |
| CCOc1ccc(S(=O)(=O)Nc2cccc(C(=O)NCC3CCCO3)c2)cc1 (stereo not drawn) | 3 |
| CN(CCCN1CCOCC1)C(=O)c1cc(COc2cccc(C(F)(F)F)c2)on1 | 1 |
| Cc1ccc(-c2cnc3c(c2)C(=O)N([C@H](C)CO)C[C@@H](C)[C@@H](CN(C)C(=O)CN(C)C)O3)cc1 | 0 |
| COc1ccc(-c2ccc(S(=O)(=O)N3CCCC3)cc2)cc1 | -2 |

Additional compounds:
SMILES	SIRT5 inh	Cneo AK release	PGC1a acetyl inh	S100A4 MyoIIA	C2C12 statin	XiGFP reactiv	ERAP1 HTS inh	LGR2 antag
Cc1cc(C)n(CC(=O)NCCC2=CCCCC2)n1	-3	6	1	13	8	-0.1	-5	-3
COc1ccc([Si](C)(C)[C@H]2[C@H](CCO)O[C@@]3(C(=O)N(C)c4ccccc43)[C@@H]2C)cc1	1	8	-13	10	x	x	-2	x
COc1ccc(CC(=O)OC(C)C(=O)NC2CCCCC2C)cc1 (stereo not drawn)	-3	-3	x	0	8	0.1	0	7
CCCN(C)C[C@@H]1Oc2cc(C#Cc3cccc(F)c3)ccc2S(=O)(=O)N([C@@H](C)CO)C[C@@H]1C	-3	-7	-16	5	3	-0.7	-1	-3
Cc1noc(C)c1NC(=O)N(C)C[C@H]1OCCCC[C@@H](C)Oc2ccc(NS(=O)(=O)c3c(C)noc3C)cc2C(=O)N([C@H](C)CO)C[C@H]1C	-3	-1	10	-3	28	0.2	1	8
Cc1cccc(NC(=O)C(=O)NCC2CCCN2S(=O)(=O)c2ccccc2)c1 (stereo not drawn)	-6	x	9	-6	1	0.1	2	12
COc1ccc(-c2nn(Cc3ccccc3)cc2C(=O)N2CCN(c3ncccn3)CC2)cc1	-2	-2	4	6	43	0.0	1	-10
C[C@H](CO)N1C[C@H](C)[C@H](CN(C)Cc2ccccc2)Oc2cc(Br)ccc2S1(=O)=O	4	2	-52	-53	10	-1.3	5	3
CCCC#Cc1ccc2c(c1)O[C@@H](CN(C)C(=O)CN(C)C)[C@@H](C)CN([C@H](C)CO)S2(=O)=O	1	-5	-5	5	23	0.7	1	5
C=C(C)C(=O)Nc1cccc(C2=NOC3(C2)C[C@@H](C(N)=O)N(C(=O)CC(c2ccccc2)c2ccccc2)C3)c1 (stereo partly drawn)	x	-5	4	-4	4	0.4	-1	6
CO[C@H]1CN(C)C(=O)c2cc(NC(=O)c3ccc4c(c3)OCO4)ccc2OC[C@@H](C)N(CCC(F)(F)F)C[C@@H]1C	x	-3	3	10	20	0.0	0	-2
COc1cc(C=NNC(=O)Cn2nc(C)cc2C)ccc1OC(=O)C1CC1	1	2	x	3	-3	0.2	4	-1
COc1ccc(-c2cc3c(c4c2ccn4C)C2CCC3C2)cn1 (stereo not drawn)	x	7	-8	15	-4	-0.1	7	9
CC1CCN(C(=O)CCS(=O)(=O)c2cc3c(cc2Cl)NC(=O)CO3)CC1	8	1	x	-2	11	0.1	3	-8
CC12C=CC(=O)C=C1CCC1C2CCC2(C)C(C(=O)CO)CCC12 (stereo not drawn)	x	x	3	-7	0	0.3	0	3
CCOc1ccc2c(c1)-c1c(ssc1=S)C(C)(C)N2C(=O)c1ccco1	x	5	x	x	-14	0.2	x	29
C[C@H](CO)N1C[C@H](C)[C@@H](CN(C)S(=O)(=O)c2ccccc2)Oc2c(NC(=O)Nc3ccccc3)cccc2C1=O	-1&0	6&-3	-13	-1&-1	-11&-13	0.1&0.0	0&0	4
CC(C)c1ccc(CNC(=O)C(=O)NCC2CCCO2)cc1 (stereo not drawn)	0	x	x	-3	x	0.0	2	x
COCc1c(N)c(C)nc(Cl)c1C#N	-2	x	x	-4	x	0.0	-4	0
CCc1c(O)nc(SC2CC(=O)N(c3ccc(F)c(Cl)c3)C2=O)[nH]c1=O (stereo not drawn)	-5	-1	-5	0	-3	0.4	0	-7
CC1(C(=O)NCc2cccc(C(F)(F)F)c2)CCN1Cc1ccc(-c2ccccc2)o1 (stereo not drawn)	0	0	-12	-4	-9	-0.1	2	8
Cc1ccc(S(=O)(=O)N2CCN(C(=O)COC(=O)COc3cccc(C(F)(F)F)c3)CC2)c(C)c1	1	1	-9	-3	-5	0.2	1	2
COc1ccc(CCNc2cc(C)nc3c(-c4ccccc4OC)cnn23)cc1OC	-5	-1	-3	-3	-4	0.0	-4	3
CC1CC(C)CN(C(=O)CNS(=O)(=O)c2cccs2)C1 (stereo not drawn)	-2	6	x	1	3	0.2	3	13
C[C@H]1CCCCO[C@H](CN(C)S(=O)(=O)c2ccccc2)[C@@H](C)CN([C@@H](C)CO)C(=O)c2cc(NS(=O)(=O)c3cccs3)ccc2O1	2	39	-1	-1	x	0.0	1	-39
CSc1nc(SCCN(C)C)c2c3c(sc2n1)COC(C)(C)C3	-3	x	x	-2	x	0.3	-3	-21
Cc1ccc(CONC(=O)c2ccc(OC(F)F)cc2)cc1	-3	0	-13	-3	9	-0.1	-3	-36
Cc1ccc(-n2ncc3c2CC(C)(C)CC3NC(=O)c2ccc[n+]([O-])c2)cc1 (stereo not drawn)	1	0	x	-2	x	-0.2	-2	-2
Cc1ccccc1S(=O)(=O)N1[C@H](C#N)[C@@H](c2ccccc2)[C@H]1CO	-6	-3	4	2	15	0.4	-1	7
NC1=NS(=O)(=O)NC1c1cccc(Cl)c1 (stereo not drawn)	-4	0	x	-1	3	x	-1	-3
CN(C(=O)OC(C)(C)C)[C@H](Cc1ccccc1)C(=O)N[C@H]1CCCCNC1=O	-7	-5	-4	2	6	-0.1	-4	10
Cc1nc(C)c(-c2csc(Nc3ccc(Cl)cn3)n2)s1	-3	-2	x	-1	-32	0.0	3	-33
COc1ccccc1NCC(O)COc1ccc(C(C)(C)C)cc1 (stereo not drawn)	-3	x	x	-7	x	0.1	-2	0
C[C@@H]1CN([C@@H](C)CO)S(=O)(=O)c2ccc(Br)cc2O[C@H]1CN(C)C(=O)c1ccccc1	-2&-2	-3&1	-1&-9	-14&2	-7&-1	0.2&-0.9	0	-6&-7
CCCNC(=O)C[C@H]1C[C@@H]2c3cc(NC(=O)CC4CC4)ccc3O[C@@H]2[C@@H](CO)O1	5	6	-3	11	-4	0.0	2	4
Cc1cccc(OCC(O)CN2CCN(C3CCCCC3)CC2)c1 (stereo not drawn)	x	4	-4	x	4	x	x	-7
O=C(NCC(c1cccs1)N1CCOCC1)c1cc(=O)[nH]c2ccccc12 (stereo not drawn)	-14	-1	10	-4	13	-0.8	-3	3
O=C(NC1CCCCC1)c1ccc(CNc2nc(=S)[nH]c3ccccc23)cc1	-5	4	x	-3	1	0.1	0	-2
COCCSc1ccccc1C(=O)N1CCN(Cc2ccc3c(c2)OCO3)CC1	0	-1	-1	0	15	x	-2	12
CCOC(=O)Nc1ccc(S(=O)(=O)Nn2cnnc2)cc1	-3	-2	10	0	16	x	0	9

Entries listed above printed as active in SIRT5 inh.
Structure | SIRT5 inh | PGC1a acetyl inh | S100A4 MyoIIA | ERAP1 HTS inh | LGR2 antag
O=C(O)C1=C2C(=O)Nc3cccc(c32)C2(C1)C(=O)Nc1ccccc12 (stereo not drawn) | 35* | 5 | -9 | -1 | 17

The list goes on.
SMILES	SIRT5 inh	Cneo AK release	PGC1a acetyl inh	S100A4 MyoIIA	C2C12 statin	XiGFP reactiv	ERAP1 HTS inh	LGR2 antag
CN(C)/C=N/c1[nH]ncc1C#N	2	x	5	9	x	0.1	10	-4
Cc1noc(C)c1NC(=O)Nc1ccc2c(c1)C(=O)N([C@@H](C)CO)C[C@@H](C)[C@H](CN(C)C(=O)NC(C)C)O2	-8	-1	15	-4	5	-1.1	1	9
Cc1ccc2[nH]c(=O)c(CN(Cc3cccs3)C(=S)NCc3ccco3)cc2c1	-1	-2	x	-6	x	-0.4	1	20
C=C(CCO)C1=CCN(S(=O)(=O)C(C)(C)C)[C@H]1CCO	-9	-2	1	-1	-5	-0.2	-2	-11
[O-][n+]1c2c(nn1-c1ccccc1Cl)-c1nonc1CC2	x	-1	-7	-1	16	x	1	-2
Cn1cccc1C(=O)NCC1COc2ccccc2O1 (stereo not drawn)	-4	0	x	-1	-1	-0.1	0	-32
Cc1ccc(NC(=O)CN(C)CC(=O)N(C)Cc2ccccc2)cc1	1	1	x	3	1	0.4	0	-5
